CTSL1 counter: blocks F. hepatica cathepsin L1 in PFM18AAP counter-screen. 0.49% of 300,000 active. inhibition, % at 5.96 µM. recombinant F. hepatica cathepsin L1, Z-Leu-Arg-MCA fluorescence;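 active means inhibition above the mean of all tested compounds plus 3 SD, set per screening campaign, cut at about 17% in these data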;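 further: 0% = plate median of test compound wells and 100% = 1 µM Z-Phe-Ala-diazomethylketone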
PP5 inh: blocks human protein phosphatase 5 activity. inhibition, % at 6.7 µM. purified PP5c, OMFP substrate fluorescence. AID 1987. P53041. 0.18% of 320,000 active;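 active means inhibition above the campaign's mean inhibition across all tested compounds plus 3 SD, cut at about 9.5% in these data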;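 further: 0% = DMSO only and 100% = 100 µM cantharidin control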
TPT1 inhibitor: blocks Candida albicans tRNA 2'-phosphotransferase | recombinant caTPT1, FP RNA substrate dephosphorylation | inhibition, % at 5 µM | 0.81% of 300,000 active | AID 1962;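 active means inhibition above the mean of all tested compounds plus 3 SD, set per screening campaign, cut at about 24% in these data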;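 further: plate controls were DMSO alone for no effect and ferristatin control at 100 nM for full effect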
ZTA counter: counter-screen for EBNA-1 inhibitors: inhibitors of Epstein-Barr virus ZTA | P03206 | 0.15% of 320,000 active | inhibition, % at 11 µM | ZTA-DNA binding, fluorescence polarization; in the data active means inhibition above about 33%
Target sequence (P03206 whole entry, looked up): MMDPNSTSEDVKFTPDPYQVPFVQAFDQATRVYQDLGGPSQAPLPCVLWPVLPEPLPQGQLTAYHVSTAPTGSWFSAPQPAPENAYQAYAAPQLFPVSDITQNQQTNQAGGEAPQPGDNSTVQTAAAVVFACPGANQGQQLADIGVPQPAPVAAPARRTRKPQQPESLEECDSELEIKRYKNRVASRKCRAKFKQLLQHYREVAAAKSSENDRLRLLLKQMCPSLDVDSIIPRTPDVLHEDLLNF
JMJD2C inh: blocks human GASC-1 demethylase activity | Q9H3R0 | GST-JMJD2C(1-420) H3K9me3 demethylation, DELFIA europium | inhibition, % at 2.35 µM | 0.069% of 330,000 active;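 active means more than half of a compound's replicate wells show inhibition beyond 50%, single wells judged on their own value; inconclusive means some, but no more than half, of replicates pass 50% inhibition; inactive means no replicate passes 50% inhibition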;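 further: signal counts dimethyl H3K9 product captured on neutravidin plate; 0% = median of DMSO wells and 100% = 0.3 times that DMSO median; strong numbers were not always called active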
Target sequence (Q9H3R0 1-420 limits assumed): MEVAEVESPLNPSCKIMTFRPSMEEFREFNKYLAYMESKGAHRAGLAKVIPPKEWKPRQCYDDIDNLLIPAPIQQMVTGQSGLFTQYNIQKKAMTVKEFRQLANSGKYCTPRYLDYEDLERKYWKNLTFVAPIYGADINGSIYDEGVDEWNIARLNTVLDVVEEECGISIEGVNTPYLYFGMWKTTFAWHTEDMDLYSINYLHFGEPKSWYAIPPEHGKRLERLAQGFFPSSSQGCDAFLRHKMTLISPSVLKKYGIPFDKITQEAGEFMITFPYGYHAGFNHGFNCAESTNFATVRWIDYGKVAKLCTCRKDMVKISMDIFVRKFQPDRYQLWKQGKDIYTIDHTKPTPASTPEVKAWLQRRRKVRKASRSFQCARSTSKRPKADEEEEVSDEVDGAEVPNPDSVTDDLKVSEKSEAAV
PP1 inh: counter-screen for PP5 inhibitors: inhibitors of human PP1-alpha. 0.9% of 320,000 active. P62136. AID 2235. purified PP1alpha, OMFP fluorescence. inhibition, % at 6.7 µM;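 active means inhibition above the mean inhibition of all tested compounds plus 3 SD, computed separately for each screening campaign, cut at about 15% in these data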
Target sequence (P62136 whole entry, looked up): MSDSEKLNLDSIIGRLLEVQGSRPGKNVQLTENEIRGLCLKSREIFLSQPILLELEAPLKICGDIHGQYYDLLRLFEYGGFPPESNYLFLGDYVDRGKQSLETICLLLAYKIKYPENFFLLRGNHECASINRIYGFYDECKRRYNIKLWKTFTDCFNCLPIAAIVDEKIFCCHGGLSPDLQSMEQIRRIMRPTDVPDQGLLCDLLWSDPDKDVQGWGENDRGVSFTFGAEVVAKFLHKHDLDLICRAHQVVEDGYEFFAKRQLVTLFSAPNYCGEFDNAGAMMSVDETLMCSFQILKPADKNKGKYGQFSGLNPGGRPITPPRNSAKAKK
EBNA-1 inhibitor: blocks EBNA-1 binding to DNA; EBNA-1 DNA binding, fluorescence polarization; inhibition, % at 14.8 µM; 0.34% of 300,000 active; AID 1950; in the data active means inhibition above about 28%
HCV core dimer: HCV core protein dimerization inhibition. TR-FRET GST/Flag-core106 dimerization, 1536-well. inhibition, % at 5 µM. 0.33% of 300,000 active;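 active means inhibition above the mean of all tested compounds plus 3 SD, set per screening campaign, cut at about 45% in these data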
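assay system = GST-tagged and Flag-tagged HCV core protein residues 1-106 | controls = unlabelled core106 and no-GST-core106 wells | incubation = compound-protein-antibody incubation 4 h at 22.5 °C | probe or stimulus = Eu donor and XL665 acceptor anti-tag antibodies | read-out = % inhibition based on acceptor/donor emission ratio | signal = TR-FRET 671 and 617 nm emission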
Yeast superoxide: caloric restriction mimetics inhibiting age-related superoxide in yeast | S. cerevisiae aged cells, superoxide DHE fluorescence; hits give low values | 0.18% of 330,000 active | AID 2690 | superoxide response (% of plate mean), % at 10 µM;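 active means superoxide response under a set limit, about three screen SD below normal, cut at about 65% in these data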;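 further: yeast aged for seven days with compound at 30 °C before DHE staining; 100% = average MFI of all compound-treated wells on the plate with controls excluded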
* marks the source's active call; other numbers are inactive results; ? = inconclusive; . = no result given.

SMILES | CTSL1 counter | PP5 inh | TPT1 inhibitor | ZTA counter | JMJD2C inh | PP1 inh | EBNA-1 inhibitor | HCV core dimer | Yeast superoxide
Cc1ccc(F)cc1NC(=O)C12CC3CC(C1)CC(n1cnc([N+](=O)[O-])n1)(C3)C2 | -5.5 | -0.5 | -7.0 | -16.4 | -1.1 | -2.6 | 1.7 | 0.4 | 107.2
CCCn1cc(NC(=O)c2cc(-c3ccccc3)on2)cn1 | 5.7 | 2.2 | -0.3 | -4.4 | 3.9 | -2.2 | 8.5 | -1.3 | 81.8
CC(C)OC(=O)c1cccc(NC(=O)CSc2nnc(N)s2)c1 | -0.8 | -1.3 | 3.3 | 8.5 | -24.1 | -4.4 | 2.4 | -1.2 | 108.2
COc1ccc(N2C(=O)CC(Sc3ccccc3C(=O)O)C2=O)c([N+](=O)[O-])c1 (stereo not drawn) | 1.9 | -0.5 | -0.2 | -10.4 | -10.7 | 4.3 | 7.9 | 0.8 | 104.0
CN(C)CCNC(C(=O)Nc1cccc(C(F)(F)F)c1)c1ccccc1 (stereo not drawn) | -1.3 | 0.8 | 1.1 | -0.6 | 20.9 | 1.4 | -4.1 | -5.1 | 92.0
COc1ccc(N2C(=O)C3CCCN3C2c2ccccc2)cc1 (stereo not drawn) | -6.5 | 1.4 | -1.2 | -4.8 | 7.9 | -3.7 | 4.0 | -3.0 | 105.7
Cc1ccc(C(=O)C2=C(O)C(=O)N(Cc3cccnc3)C2c2ccc(OC(C)C)cc2)o1 (stereo not drawn) | 5.3 | -0.5 | 3.8 | -0.8 | -1.2 | 19.9* | 5.0 | -0.8 | 95.0
CC1CCCN(C(=O)Nc2cccc(NC(=O)N3CCCC(C)C3C)c2)C1C (stereo not drawn) | 0.7 | 1.2 | -4.7 | 4.4 | 13.7 | -4.0 | -8.6 | 2.4 | 96.6
CCOC(=O)CCSc1nc(C)c2cc(C)ccc2n1 | -2.0 | 2.3 | -2.0 | 14.3 | -6.5 | -1.7 | 1.1 | -2.0 | 104.1
CN1CCN(C(=O)c2ccccc2NC(=O)c2ccccc2Br)CC1 | -0.9 | 0.2 | -1.6 | -7.0 | 2.7 | -4.4 | 10.3 | -3.3 | 98.6
OCC1(Cc2ccccc2F)CCCN(CCc2ccccc2)C1 (stereo not drawn) | 1.3 | 0.2 | -2.5 | -3.1 | -29.1 | -1.4 | 0.7 | -4.2 | 93.2
Cn1c(=O)oc2cc(S(=O)(=O)N3CCCC(C(=O)Nc4ccc5c(c4)OCCO5)C3)ccc21 (stereo not drawn) | -3.4 | 0.3 | -2.3 | 15.7 | . | 0.4 | 6.6 | -4.3 | 94.0
Cc1cc(NC(=O)COC(=O)C(Nc2ccc(C(F)(F)F)cc2Cl)C(C)C)no1 (stereo not drawn) | 5.9 | 4.9 | 1.6 | 5.2 | ? | 2.7 | 7.3 | 3.5 | 102.2
CC(/C=C1\SC(=S)N(CCCC(=O)Nc2ccc(C(=O)O)c(O)c2)C1=O)=C\c1ccccc1 | 4.5 | 0.6 | 10.7 | 22.9 | -0.6 | 17.2* | 17.5 | 20.3 | 96.0
COCCN1C(=O)N[C@@H](c2ccco2)C(C(=O)OC)=C1C | -0.5 | 3.1 | 1.8 | -0.9 | 16.4 | 0.6 | 5.2 | -20.4 | 88.9
CN(Cc1nc2ccccc2[nH]1)C(=O)C1CCC(=O)N(CCc2cccc(F)c2)C1 (stereo not drawn) | -3.8 | 4.1 | -0.4 | 5.1 | 4.3 | 2.3 | 1.4 | 6.6 | 100.1
O=C(C1CC(=O)N(C2CCCCC2)C1)N1CCN(c2ccccc2)CC1 (stereo not drawn) | 0.6 | 0.5 | 2.8 | -2.4 | -7.2 | 2.8 | 14.9 | 21.8 | 95.0
CN(CCOc1ccccc1)C(=O)C1CCC(=O)N(CCCN2CCOCC2)C1 (stereo not drawn) | 1.1 | 1.7 | -1.5 | -0.9 | -5.4 | 1.9 | -3.9 | -6.5 | 123.0
Cc1nc([N+](=O)[O-])cn1CC(=O)c1ccccc1 | 3.2 | 1.1 | 4.5 | -9.4 | -3.3 | -5.6 | -16.5 | -2.3 | 111.2
O=C(NC1CCCCC1)N1CCN(c2nc(-c3ccccc3)cs2)CC1 | 0.9 | 4.1 | 5.0 | 10.6 | -8.9 | -1.7 | -8.5 | 2.2 | 101.4
CC(=O)Nc1ccc(SCC(=O)Nc2oc(C)c3c(C)n[nH]c(=O)c23)cc1 | 3.1 | -0.7 | 1.2 | -11.2 | 3.1 | 3.2 | 10.9 | -5.8 | 101.9
COC(c1ccccc1)c1c(-c2ccccc2)nn(C)c1Cl (stereo not drawn) | 0.9 | 3.0 | -2.2 | -5.7 | 5.1 | -0.3 | 2.5 | -6.2 | 97.9
CN(CC(=O)Nc1ccc(F)cc1)C(=O)Cn1nnc(-c2ccccc2)n1 | 0.0 | 0.1 | -2.8 | -11.7 | 57.7 | 1.1 | -2.9 | -10.4 | 97.5
COc1ccccc1NC(=O)C/C(C)=N/NC(=O)c1ccccn1 | -2.6 | -0.1 | -3.1 | -5.2 | 28.9 | 1.6 | -1.4 | -5.1 | 87.6
CCOC(=O)c1c(/N=C/N(C)C)sc(C(=O)OC)c1C | 3.8 | 0.8 | -2.0 | 11.6 | -2.1 | -1.4 | 2.5 | 8.0 | 120.3
COC(=O)c1cc(=O)nc2sccn12 | 1.7 | -2.8 | -2.2 | -29.7 | 86.2 | 2.2 | -5.4 | -4.7 | 100.9
Cc1cc(NCCOCCO)n2c(nc3ccccc32)c1C#N | 2.7 | -0.9 | 0.7 | 13.4 | 11.1 | 1.3 | 13.7 | -2.5 | 92.7
COCCNC(=O)[C@H](C)[C@H]1C[C@]1(C)[C@H](NC(=O)OCc1ccccc1)c1ccccc1 | -1.3 | 0.9 | -0.7 | 1.1 | -1.7 | -0.2 | 10.4 | -7.8 | 102.3
CS(=O)(=O)N(Cc1ccccc1Cl)c1ccc(C(=O)NCc2ccccn2)cc1 | -2.6 | 0.6 | -5.1 | 12.1 | -8.4 | 2.8 | 14.5 | 0.4 | 97.8
O=C(NCc1ccccc1)C1(C(F)(F)F)CC(CCCO)CCCO1 (stereo not drawn) | -2.4 | -0.7 | -4.0 | 12.1 | -23.8 | 1.9 | 16.2 | 4.6 | 96.7

Some of the entries so far, with values under each structure.
Second line of a record: CTSL1 counter	PP5 inh	TPT1 inhibitor	ZTA counter	JMJD2C inh	PP1 inh	EBNA-1 inhibitor	HCV core dimer	Yeast superoxide
> CN(CC(=O)Nc1ccc(F)cc1)C(=O)Cn1nnc(-c2ccccc2)n1
 : 0.0	0.1	-2.8	-11.7	57.7	1.1	-2.9	-10.4	97.5
> COc1ccccc1NC(=O)C/C(C)=N/NC(=O)c1ccccn1
 : -2.6	-0.1	-3.1	-5.2	28.9	1.6	-1.4	-5.1	87.6

Filtered by structure, the compounds so far containing two or more sulfur atoms (2)
SMILES | CTSL1 counter | PP5 inh | TPT1 inhibitor | ZTA counter | JMJD2C inh | PP1 inh | EBNA-1 inhibitor | HCV core dimer | Yeast superoxide
CC(C)OC(=O)c1cccc(NC(=O)CSc2nnc(N)s2)c1 | -0.8 | -1.3 | 3.3 | 8.5 | -24.1 | -4.4 | 2.4 | -1.2 | 108.2
CC(/C=C1\SC(=S)N(CCCC(=O)Nc2ccc(C(=O)O)c(O)c2)C1=O)=C\c1ccccc1 | 4.5 | 0.6 | 10.7 | 22.9 | -0.6 | 17.2* | 17.5 | 20.3 | 96.0

(listing goes on)
SMILES | CTSL1 counter | PP5 inh | TPT1 inhibitor | ZTA counter | JMJD2C inh | PP1 inh | EBNA-1 inhibitor | HCV core dimer | Yeast superoxide
Cc1ccc(NC2=NCC(=O)N2CCc2ccccc2)cc1C | 0.2 | 1.5 | -2.7 | -8.0 | 12.1 | -4.1 | 1.5 | -5.3 | 86.2
CCC1S/C(=C(\C#N)C(N)=O)N(c2ccc(F)cc2)C1=O (stereo not drawn) | 1.0 | 0.7 | -2.1 | -1.0 | -11.9 | 0.8 | 1.9 | -6.9 | 81.0
Cc1cc(CN2CCCC(C(=O)Nc3cccc(-n4cccn4)c3)C2)cc(C)c1O (stereo not drawn) | -2.7 | -1.2 | 4.3 | -3.2 | -2.5 | 0.2 | -7.2 | -4.5 | 90.2
CC1(NC(=S)N(CCO)CCO)CCS(=O)(=O)C1 (stereo not drawn) | -4.6 | 0.5 | -2.1 | 3.2 | 9.0 | 1.9 | -1.8 | -4.8 | 122.4
CCCCn1c(-c2csc3ccccc23)n[nH]c1=S | 8.2 | 1.9 | -0.9 | 1.6 | -34.3 | -1.8 | 5.9 | 2.6 | 83.1
CC(=O)C1=C(C)NC(SCC(N)=O)=C(C#N)C1c1cccs1 (stereo not drawn) | 7.1 | -0.1 | 2.2 | 11.7 | -2.4 | -1.6 | 4.3 | 0.1 | 112.9
CCc1ccccc1NC(=O)CNC(=O)c1cn(Cc2ccccc2)nc1-c1cccnc1 | . | 0.5 | . | 9.3 | 7.7 | -3.2 | . | . | 102.1
Cc1onc(C(=O)NN)c1-c1csc(COc2ccccc2)n1 | 0.0 | -0.2 | -3.9 | -14.2 | -0.3 | -1.0 | 0.0 | 0.4 | 98.2
CC(C)c1onc(C(=O)N2CCN(c3ccccc3)CC2)c1[N+](=O)[O-] | -3.1 | 0.8 | -2.4 | 2.5 | -2.4 | -3.5 | 8.6 | -3.4 | 97.7
Cc1cccc(NS(=O)(=O)c2cccc(C(=O)N3CCCCCCC3)c2)c1 | . | 1.7 | . | 5.6 | -11.1 | -0.6 | . | . | 104.2
N/C(=N\OC(=O)COc1cc(Cl)c(Cl)cc1Cl)c1ccccn1 | -8.9 | 3.2 | -2.6 | 4.7 | 1.2 | 2.8 | 1.5 | -2.3 | 96.0
Cc1cc(C)c2[nH]c(=O)c(CN(Cc3cccs3)C(=S)NCC3CCCO3)cc2c1 (stereo not drawn) | 1.4 | -0.3 | -3.6 | 19.3 | 3.8 | -4.2 | 18.4 | 17.8 | 101.4
CCOc1ccc(N(C)S(=O)(=O)c2ccc(-c3cc(C)no3)s2)cc1 | -2.6 | 2.1 | -2.4 | 3.6 | 7.1 | 0.7 | 13.4 | 8.7 | 133.7
CC(Cc1ccccn1)NC(=O)c1ccc(OC2CCN(Cc3ccccn3)CC2)cc1 (stereo not drawn) | 0.0 | 3.0 | -2.5 | -15.2 | -0.6 | -2.7 | -3.5 | 6.6 | 112.6
COc1ccnc(Nc2ccc(C)c(C)c2)c1C#N | -1.5 | 1.3 | 1.8 | -11.1 | 12.0 | 0.6 | -1.1 | 1.6 | 93.8
COc1ccc(N(C(C)=O)S(=O)(=O)c2cc(OC)ccc2OC)cc1 | -3.7 | -3.3 | -4.9 | 10.1 | 7.0 | -0.3 | -3.5 | -0.7 | 103.3
COc1ccccc1N(C)S(=O)(=O)c1ccc(C(=O)OCC(=O)c2c[nH]c3ccccc23)cc1 | -1.2 | 0.1 | 4.5 | 5.3 | -0.5 | 0.9 | 27.3 | 9.7 | 105.1
Cc1ccc(S(=O)(=O)NCCC(=O)OCC(=O)N2CCCC2=O)cc1C | -19.4 | -0.5 | 0.1 | -1.8 | 1.4 | -3.8 | 5.9 | -3.8 | 95.5
CSCC[C@H](NC(=O)N1CCn2c1nc1ccccc12)C(=O)N[C@H](Cc1ccccc1)C(=O)O | 3.3 | 4.1 | -2.7 | -6.8 | 4.3 | 1.1 | -3.4 | 2.2 | 68.0
CCOC(=O)N1CCN(c2c(NCCCN(CC)CC)c(=O)c2=O)CC1 | 3.1 | -2.7 | 5.7 | -6.5 | -9.4 | -1.6 | -5.9 | 2.3 | 99.6
CC(=O)Nc1ccc(NC(=O)CSCc2ccccc2Cl)cc1 | 0.1 | -1.2 | -1.6 | -9.8 | 9.0 | -1.0 | -2.0 | -1.2 | 96.2

High-throughput results: PubChem, several laboratories
